Caspase-7 inhib – blocks human caspase-7 allosterically or competitively. P55210. recombinant caspase-7, Ac-DEVD-AFC fluorescence rate. Potency, µM (highest dose often 57.5 µM), for the others: at the top dose activity change, negative = inhibition, hits mostly inhibitors. 75,000 tested, 0.02% active. AID 889; active means well fitted inhibition curve with a large enough effect in the main read-out, with a control signal flat, not every such curve was filed as active; inconclusive means small, poorly fitted or top-dose-only effect, or a change in a side signal; further: potency means the concentration at half of the fitted maximal effect; % of control where 0% means no effect
Target sequence (P55210 24-198 limits assumed): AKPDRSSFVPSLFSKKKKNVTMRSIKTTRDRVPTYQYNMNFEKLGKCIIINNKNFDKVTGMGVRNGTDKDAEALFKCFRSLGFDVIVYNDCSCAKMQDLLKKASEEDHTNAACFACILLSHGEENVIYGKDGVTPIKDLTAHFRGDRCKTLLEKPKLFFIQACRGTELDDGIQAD
Target sequence (P55210 207-303 limits assumed): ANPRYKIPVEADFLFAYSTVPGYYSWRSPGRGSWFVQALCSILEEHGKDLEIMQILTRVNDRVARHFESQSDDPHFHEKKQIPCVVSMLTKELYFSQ
A350 autofl – compound fluoresces in the Alexa 350 spectral region. Compound autofluorescence, 340/450 nm, Alexa 350 dye-equivalents; active compounds read high. max dye-equivalent concentration, M. 59,000 tested, 11% active. AID 590; in the data active means max dye-equivalent concentration above about 10 nM; inconclusive means mostly about 1.1 nM to 9.6 nM
UbGFP stabilizer – ubiquitin-GFP accumulation via proteasome inhibition; Ubiquitin-GFP reporter cells, proteasome inhibition, GFP fluorescence; response scale: untreated = 0%, 10 µM MG-132 = 100%; Potency, µM (top dose mostly 45.9 µM), without a hit: at the highest dose activation (GFP accumulation), usual class: activators; 67,000 tested, under 10 active; AID 526; active means well fitted activation curve with a large enough effect, not every such curve was filed as active; inconclusive means small, poorly fitted or top-dose-only effect, or another doubt; inactive means no such curve, though single readings can be large or run the other way; further: potency means the concentration at half of the fitted maximal effect
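Proteasome blockade was scored as a rise in GFP-expressing U2OS cells carrying a ubiquitin(G76V)-GFP construct, imaged after 4 hr compound treatment at 37 °C across a 46 uM–2.9 nM series.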
Casp1 inh – blocks human caspase-1 allosterically or competitively; Potency, µM (doses to about 57.5 µM), inactives show top-dose activity change, negative = inhibition, usual class: inhibitors; P29466; Caspase-1 enzyme, Ac-WEHD-AFC fluorogenic rate; 75,000 tested, 0.03% active;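 further: potency means the concentration at half of the fitted maximal effect; plate controls were vehicle for no effect and no substrate for full effect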
GFP derepression – derepresses silenced GFP locus in mouse C127i cells. mouse C127i GFP locus derepression, cytometry, 30 h. Potency, µM (series often up to 46.1 µM), without a hit: top-dose GFP derepression (activation). 68,000 tested, 0.09% active; further: % of control where 0% means no effect
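Murine C127i mammary cells carrying a silenced, stably integrated CMV-driven GFP reporter were treated with compound for 30 hours at 37 C. After PBS washes, GFP-positive cells were counted by laser-scanning microplate cytometry.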
BRCT inh green – BRCA1 BRCT-phosphoprotein interaction inhibition | P38398 | BRCA1 BRCT-phosphopeptide binding, green fluorescence polarization | Potency, µM (series often up to 76.9 µM), for inactives: at the highest dose activity change, negative = inhibition, usual class: inhibitors | 75,000 tested, 0.05% active;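 further: potency means the concentration at half of the fitted maximal effect; plate controls were peptide without protein for full effect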
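Fluorescence polarization: His-tagged BRCT (~35 kDa BRCA1 C-terminus, 250 nM) bound to 100 nM fluorescein-labeled phosphorylated 10-aa BACH1 peptide, pH 7.3 phosphate buffer with DTT and Tween 20. Compounds incubated 12 min at room temperature; inhibition read as lowered polarization.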
Fluorescein fluor – compound autofluorescence in fluorescein spectral region; Compound autofluorescence, 480/540 nm, fluorescein-equivalent; active compounds read high; max fluorescein-equivalent concentration, M; 59,000 tested, 0.91% active; in the data active means max fluorescein-equivalent concentration above about 10 nM; inconclusive means between about 1.1 nM and that limit
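Spectral profiling of library compounds in the fluorescein window (480 nm excitation, 540 nm emission) after 15 min at room temperature in pH 8.0 Tris (100 mM). Values are dye-equivalent concentrations.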
BRCT inh red – disrupts BRCA1 BRCT binding to phosphoprotein, red fluorophore readout | P38398 | BRCT-phosphopeptide binding, red fluorescence polarization | Potency, µM (series often up to 76.9 µM), inactives show at the highest dose activity change, negative = inhibition, hits mostly inhibitors | 75,000 tested, 0.03% active | AID 892; further: on the % scale 0 is the no-effect control and ±100 the full control effect
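Fluorescence polarization: 100 nM His-tagged BRCA1 BRCT with 100 nM TAMRA-labelled phospho-BACH1 decapeptide, phosphate buffer pH 7.3 with 150 mM NaCl, DTT, 0.01% Tween 20; 12 min RT. Binding inhibition seen as FP decrease.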
HEK293 cAMP ctrl – raises cAMP in parental HEK293 cells, TSHR agonist counter-screen; parental HEK293 CNG cAMP sensor, membrane potential fluorescence; 73,000 tested, 2.5% active; Potency, µM (series often up to 57.1 µM), without a hit: top-dose activation, hits mostly activators; further: potency means the concentration at half of the fitted maximal effect; % of control where 0% means no effect; nearly all actives have a fitted effect of over 55% in size
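Parental HEK 293 cells stably expressing a modified CNG channel (no TSHR) report cAMP rise as membrane depolarization. Membrane potential dye with 100 uM RO 20-1724 was loaded for 60 min at room temperature, then compound added for 30 min; fluorescence read at 590 nm.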
4MU fluor – 4-MU region autofluorescence; compound autofluorescence, 340/450 nm, 4-MU equivalents; active compounds read high; max dye-equivalent concentration, M; 59,000 tested, 11% active; in the data active means max dye-equivalent concentration above about 10 nM; inconclusive means mostly about 1.1 nM to 9.6 nM
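Compounds in 100 mM Tris, pH 8.0, sat 15 min at room temperature before fluorescence was read at 340 nm excitation/450 nm emission; a per-plate six-point 4-MU standard curve converted signals to dye-equivalent concentration at each compound concentration.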
USP2a inhib – inhibitors of human ubiquitin-specific protease USP2a. O75604. USP2a enzymatic assay, qHTS inhibition. Potency, µM (series often up to 38.3 µM), for the others: top-dose activity change, negative = inhibition, actives largely listed as inhibitors. 60,000 tested, 0.1% active;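 further: potency means the concentration at half of the fitted maximal effect; nearly all actives have a fitted effect of over 60% in size; plate controls were DMSO for no effect and NEM full inhibition control for full effect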
Target sequence (O75604 whole entry, looked up): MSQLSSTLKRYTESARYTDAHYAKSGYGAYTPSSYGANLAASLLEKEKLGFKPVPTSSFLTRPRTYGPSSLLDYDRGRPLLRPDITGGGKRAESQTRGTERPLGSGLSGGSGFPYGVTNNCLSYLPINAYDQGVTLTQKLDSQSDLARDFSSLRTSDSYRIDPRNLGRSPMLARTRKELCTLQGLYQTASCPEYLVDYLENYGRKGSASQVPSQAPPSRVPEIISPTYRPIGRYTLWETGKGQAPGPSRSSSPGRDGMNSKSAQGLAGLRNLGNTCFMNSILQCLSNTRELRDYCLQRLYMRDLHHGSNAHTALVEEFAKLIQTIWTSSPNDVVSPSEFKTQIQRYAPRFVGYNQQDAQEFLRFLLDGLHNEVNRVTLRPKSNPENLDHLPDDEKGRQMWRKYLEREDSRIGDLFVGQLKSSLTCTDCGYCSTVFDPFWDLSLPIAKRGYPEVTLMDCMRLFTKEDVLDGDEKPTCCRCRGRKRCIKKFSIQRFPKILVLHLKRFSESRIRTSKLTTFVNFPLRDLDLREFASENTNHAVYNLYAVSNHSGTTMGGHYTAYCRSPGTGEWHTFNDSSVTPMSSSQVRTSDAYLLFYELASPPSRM
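20 nM USP2 core + cpd, 30 min RT; add 20 nM Ub-PLA2/20 uM NBD C6-HPC; read Ex460/Em535 at 0 h and 2.5 h. Normalized to NEM; qHTS curve fit/classification.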
Numbers without * were called inactive; i = inactive; ? = inconclusive; · = no result given; [ ] = dose if it differs, or a comment. Unless noted, the call rests on the fitted dose curve; in most records, active means well fitted curve in the direction sought with a large enough effect; inconclusive means small, poorly fitted or top-dose-only effect, or another doubt; inactive means no such curve, though single readings can be large; an effect the other way counts as inactive or inconclusive. A portion of the library, so the mix of outcomes need not match the whole.

mol | Caspase-7 inhib | A350 autofl | UbGFP stabilizer | Casp1 inh | GFP derepression | BRCT inh green | Fluorescein fluor | BRCT inh red | HEK293 cAMP ctrl | 4MU fluor | USP2a inhib
COCCN(C(C)=O)c1nnc(-c2cnccn2)s1 | 2% | i | -4% | -2% | -2% | 0.0% | i | -0.7% | -1% | i | 3%
COc1ccccc1Nc1nc(N)nc(CSc2nncn2C)n1 | 2% | i | 3% | -1% | 3% | 0.8% | i | -0.2% | -8% | i | -5%
Cc1nc2ccc(S(=O)(=O)NC(C(=O)Nc3nccs3)C(C)C)cc2s1 (stereo not drawn) | 0% | · | 3% | 1% | · | -1.6% | · | -2.5% | -3% | · | ·
Cc1n[nH]c(=O)nc1NCC1CCCO1 (stereo not drawn) | 1% | i | 0% | 2% | -3% | -5.5% | ? | 0.1% | 5% | i | 3%
CC(=O)OCC(=O)c1ccc2ccn(C(C)=O)c2c1 | 0% | 4.4e-08M* | · | -5% | 0% | 0.0% | i | -0.2% | 5% | 3.5e-08M* | 6%
Cc1ccccc1NC(=O)c1c(O)c2cccc3c2n(c1=O)CC3 | 3% | 2.3e-08M* | -4% | 0% | 1% | -0.5% | i | -0.7% | 3% | 2.5e-08M* | ·
CCS(=O)(=O)Nc1ccc(-c2nnc(SCC(=O)c3cccc(OC)c3)o2)cc1 | -5% | i | -2% | -5% | -3% | -1.1% | i | 0.8% | ? | i | 4%
CC(C)(C)c1ccc(NC(=O)CC2(C(F)(F)F)OCCO2)cc1 | 0% | i | 21% | 2% | -1% | -1.8% | i | -0.2% | 6% | i | 3%
Cc1nn(C)c(C)c1S(=O)(=O)N1CCCC(C(=O)NCCc2ccc(Cl)cc2)C1 (stereo not drawn) | -2% | · | -4% | -1% | · | -2.8% | · | -1.5% | -1% | · | ·
Cc1cnc(Nc2nc3ccccc3o2)nc1C(=O)Nc1cccc(C(F)(F)F)c1 | -2% | ? | · | -2% | 4% | -1.2% | i | -0.3% | 7% | ? | 6%
O=C(Nc1ccc2oc(=O)c(C(=O)O)cc2c1)Oc1ccccc1 | 0%[11.5 µM] | 5.5e-08M* | -6%[9.17 µM] | 0%[11.5 µM] | 0%[9.22 µM] | -2.2%[15.4 µM] | i | 0.8%[15.4 µM] | 9%[11.4 µM] | 5e-08M* | ·
COC(=O)C1(C(F)(F)F)N=C(N(C)C)OC(N(C)C)=N1 | 0% | i | 1% | 0% | 0% | 1.2% | ? | -0.5% | 6% | i | -12%
CCN(C(=O)COC(=O)c1c(-c2ccccc2)noc1C)C1CCS(=O)(=O)C1 (stereo not drawn) | 1% | i | 6% | -1% | -1% | -0.9% | i | 0.7% | 11% | i | 9%
CCn1c(SCC(=O)N2CCc3ccccc3C2)nc2c1c(=O)n(C)c(=O)n2C | 2% | i | 1% | 1% | 0% | -0.4% | i | -2.2% | 8% | i | ·
O=C(CN1CCN(c2ccccc2)CC1)Nc1ccc(-n2cnnn2)cc1 | 2% | ? | 6% | -1% | -1% | 0.1% | ? | -1.7% | 5% | ? | 2%
Cc1nc2ccccc2c2c1C(=O)N(C)C2=O | -2% | i | -5% | -2% | 8% | -5.4% | i | -0.7% | -4% | i | 25%
N=c1sccn1CC(=O)Nc1ccc2c(c1)CCC2 | 8% | i | 3% | 0% | -2% | 0.7% | ? | -0.9% | 8% | i | -7%
CCOC(=O)CSc1nnc(Cn2c(=O)sc3ccccc32)n1-c1ccccc1C | -2% | · | -3% | -1% | -6% | -2.0% | · | 0.0% | -1% | · | ·
c1ccc2c(c1)oc1c(NCCN3CCOCC3)ncnc12 | 0% | ? | 2% | 1% | 4% | -1.1% | ? | -2.8% | 10% | i | -3%
Cc1cccnc1NC(=O)Nc1cccc(C(F)(F)F)c1 | 0% | i | -2% | -2% | 3% | -0.2% | i | -0.4% | 11% | i | -3%
COc1ccc(OC)c(C2=Nn3c(nnc3-c3ccncc3)SC2)c1 | -1% | · | · | -1% | · | 2.8% | · | -1.8% | -17% | · | ·
CCCn1c(C)nc2c(NCC(C)(C)CN(C)C)nc(C)nc21 | -1% | · | -8% | -2% | · | -1.5% | · | 0.2% | 4% | · | ·
CCC(C)Sc1nc2c(c(=O)[nH]c(=O)n2C)n1C (stereo not drawn) | 0% | i | 10% | 0% | -2% | -2.3% | i | 0.1% | -5% | i | 1%
Cc1cc(NS(=O)(=O)c2ccc(NC(=O)c3cnc4scc(C)n4c3=O)cc2)nc(C)n1 | 2% | · | 12% | -1% | · | 3.6% | · | -5.4% | 0% | · | ·
COCCn1c(=O)c(-c2ccccc2)nc2cnc(OC)nc21 | -5% | 1.4e-08M* | -2% | -4% | 11%[9.22 µM] | -2.4% | i | -2.0% | 25% | 1.1e-08M* | -13%
Cc1cccc(-n2nc3c(c2NC(=O)c2ccc(S(=O)(=O)N4CCOCC4)cc2)CSC3)c1C | -6% | i | -2% | -2% | 1% | -1.2% | i | 0.5% | -5% | i | 18%
CCCn1cc(NC(=O)C2CC(c3cccc(Br)c3)=NO2)cn1 (stereo not drawn) | -3% | i | 7% | 0% | 3% | 4.7% | i | -1.1% | 17% | i | 40%[activator]
CC(=O)c1c(O)cc(C)n(Cc2ccccc2)c1=O | -6% | i | -1% | 0% | -3% | -7.0% | ? | -2.4% | 5% | i | -5%
C=CCOc1ccc(/C(O)=C2/C(=O)C(=O)N(CCCn3ccnc3)C2c2cccs2)cc1 (stereo not drawn) | 0% | · | 15%[9.17 µM] | -1% | 2% | 1.0% | · | -1.9% | -4%[11.4 µM] | · | 37%[activator][7.66 µM]
O=C(Cn1c(=O)n(-c2ccccc2)c(=O)c2sccc21)N1CCCC1 | 0% | i | 18% | 0% | 0% | -2.0% | i | -0.4% | 10% | i | -5%
C[C@@](N)(C(=O)O)c1cccc(CC(=O)O)c1 | 1% | · | 2% | -2% | 0% | 0.8% | · | 0.5% | 2% | · | ·
CCOc1cccc(N2C(=O)CC(NCc3ccc(S(N)(=O)=O)cc3)C2=O)c1 (stereo not drawn) | -1% | · | -9% | -5% | 4% | -2.0% | · | -1.4% | -1% | · | 1%
O=C(COC(=O)c1ccc[nH]c1=O)NC1CCCC1 | 1% | i | -2% | 1% | -2% | -0.4% | ? | -2.1% | -10% | i | -3%
CC1=C(C(=O)Nc2ccccc2)C(c2ccco2)C(C#N)=C(SCC(=O)Nc2cccc(C)c2C)N1 (stereo not drawn) | -11% | 5.9e-08M* | 1% | -12% | -1% | 2.8% | i | -0.1% | 5% | 6.6e-08M* | ·
CCCC(=O)NCCCc1nc2ccccc2n1C | 2% | · | -2% | -4% | · | -1.4% | · | -0.6% | -2% | · | ·
COc1ccc(-c2cc(C(=O)NCC(C)C)no2)cc1 | 0% | i | 0% | 0% | -2% | -1.0% | i | -1.2% | 10% | i | 2%
CCN(CC)S(=O)(=O)c1ccc(C(=O)Nc2ncn(Cc3ccccc3)n2)cc1 | 0% | ? | 12% | -1% | 3% | -0.8% | i | 0.4% | -3% | ? | 11%
O=C(CSc1ncn[nH]1)Nc1cccc2ccccc12 | -2% | i | 3% | 0% | 0% | 1.2% | i | -1.4% | 1% | i | 5%
CNC(=O)CN(c1cccc(Br)c1)S(C)(=O)=O | 1% | i | 4% | 0% | 0% | 1.0% | i | -0.5% | 8% | i | -6%
Cc1c(C)c2c(c(C)c1O)CC[C@@](C)(CN1CCN(c3cc(N4CCCC4)nc(N4CCCC4)n3)CC1)O2 | 1% | 1.1e-08M* | -2% | 1% | -2% | -1.7% | ? | 1.1% | ? | ? | ?
COC(=O)c1sccc1NC(=O)c1ccc(Cl)s1 | 2% | ? | 0% | -1% | 0% | -2.8% | i | -0.4% | ? | ? | 0%
Cc1c(C(=O)OCC(=O)N2c3ccccc3CC2C)oc2ccccc12 (stereo not drawn) | 0% | i | 1% | 0% | -4% | -1.3% | ? | 0.0% | ? | i | 14%
Cc1cc(C)nc(N2C(=O)CC(C(=O)O)NC2=NCCc2c[nH]c3ccccc23)n1 (stereo not drawn) | -1% | i | 3% | 0% | 2% | 0.6% | i | 0.6% | 5% | i | 6%
O=C(CN1CCC(NC(=O)c2cccc(F)c2)CC1)NCc1ccccc1F | 0% | i | 0% | -1% | 2% | -2.8% | i | -0.3% | 6% | i | ·
CC1(C)Cc2c(C#N)c(N)sc(=S)c2CS1 | -21% | 2e-08M* | 8% | ? | -1% | -1.9% | 1.1e-08M* | -1.1% | -12% | 2e-08M* | 0%
CCCn1c(SCC(=O)Nc2c(C)cccc2CC)nnc1C(C)C | -2% | ? | -2% | 0% | 1% | -0.8% | i | 0.1% | -1% | ? | 3%
Clc1ccccc1C1SCC2Nc3ccccc3CN21 (stereo not drawn) | -6% | · | · | -4% | · | -1.1% | · | 0.3% | -2% | · | ·
COCCNC(=O)C1(C)C=CC2(CCCCC2)N1C(=O)c1ccccc1 (stereo not drawn) | -1% | · | · | 0% | · | -0.2% | · | -1.5% | 8% | · | ·

Bioassay records: PubChem, National Center for Advancing Translational Sciences (NCATS)
